ERG Ets-DNA blk: qHTS for Small Molecule Inhibitors of the ERG Ets/DNA interaction; Transcriptional regulator ERG (Homo sapiens), P11308; fluorescence polarization, His-ERG Ets domain / labelled DNA; Potency, µM (titrated, usually from 76.9 µM), inactives show at the highest dose FP activity, negative = inhibition, most hits filed as inhibitors; 0.028% of 370,000 active; AID 624246, 2012; active means well fitted inhibition curve with a large enough effect in the polarisation, with a control signal flat; inconclusive means small, poorly fitted or top-dose-only effect, or effect the other way, or a change in a side signal; inactive means no such curve, though single readings can be large or run the other way; the % refers to the polarisation;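 further: polarization taken with two DNA probes labelled with fluorescein and Texas red; % of control where 0% means no effect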
Target sequence (P11308 whole entry, looked up, the tested form may be a part): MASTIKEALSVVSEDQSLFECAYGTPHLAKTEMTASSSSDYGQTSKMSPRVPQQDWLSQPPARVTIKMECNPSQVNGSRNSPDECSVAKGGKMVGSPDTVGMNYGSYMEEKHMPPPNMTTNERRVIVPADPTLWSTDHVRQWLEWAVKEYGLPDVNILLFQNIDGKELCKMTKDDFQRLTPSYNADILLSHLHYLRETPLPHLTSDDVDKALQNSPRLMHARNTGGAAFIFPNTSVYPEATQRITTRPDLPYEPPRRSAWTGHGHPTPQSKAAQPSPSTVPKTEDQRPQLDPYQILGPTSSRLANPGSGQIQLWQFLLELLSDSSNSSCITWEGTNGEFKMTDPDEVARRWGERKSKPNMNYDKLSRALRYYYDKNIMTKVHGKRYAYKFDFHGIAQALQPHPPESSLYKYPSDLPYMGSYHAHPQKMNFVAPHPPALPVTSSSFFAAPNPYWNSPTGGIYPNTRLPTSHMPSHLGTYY
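His-tagged ERG Ets domain (1 uM in the protein solution; 300mM KCl, 50mM Tris-HCl, 1mM EDTA, 1mM DTT, pH 7.5) received compound, then a probe mix of 5 nM fluorescein-DNA and 100nM Texas-615-DNA. Fluorescence polarization was read for both dyes.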
JMJD2A Tudor: qHTS Assay for Inhibitors of JMJD2A-Tudor Domain; Lysine-specific demethylase 4A (Homo sapiens), O75164; AlphaScreen JMJD2A-Tudor / H3K4me3 peptide binding; Potency, µM (highest dose often 114 µM), for inactives: at the top dose activity change, negative = inhibition, actives largely listed as inhibitors; 4.4% of 390,000 active; AID 504339, 2011; further: on the % scale 0 is the no-effect control and ±100 the full control effect; nearly all actives have a fitted effect of over 50% in size
RGS4 inh: Inhibitors of Regulator of G Protein Signaling (RGS) 4: qHTS. AID 504845, 2011. Potency, µM (titrated, usually from 114 µM), without a hit: at the highest dose activity change, negative = inhibition, most hits filed as inhibitors. Regulator of G-protein signaling 4 (Homo sapiens), P49798. Transcreener GDP fluorescence polarization, RGS4-accelerated GTP hydrolysis. 0.039% of 390,000 active; further: on the % scale 0 is the no-effect control and ±100 the full control effect; nearly all actives have a fitted effect of over 75% in size; some results filed as inactive show a strong effect at the top dose
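MLSMR compounds (23 nl, pin-transferred) preincubated 10 min at room temperature with a 500nM (2x) first reagent, then RGS4 at 900nM (2x) plus Transcreener GDP mix added; fluorescence polarization (620/688 nm) read before and after 90 min at 30 °C.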
ALOX12 inh: Primary qHTS assay for inhibitors of human arachidonate 12S-lipoxygenase (ALOX12): Round 2. AID 1671190, 2021. Potency, µM (top dose mostly 108 µM), for the others: top-dose activity change, negative = inhibition, actives largely listed as inhibitors. purified 12hLO, xylenol orange hydroperoxide absorbance. 1.1% of 580,000 active; further: on the % scale 0 is the no-effect control and ±100 the full control effect
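Purified human 12hLO (150 nM final) in 25 mM Hepes, 0.01% Triton X-100, pH 7.0 was preincubated 15 min at room temperature with compound. Then 40 uM arachidonic acid was added, 30 min. Hydroperoxide was read by Fe-XO absorbance ratio 573/405 nm.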
TrxR1 inh: qHTS Assay for Inhibitors of Mammalian Selenoprotein Thioredoxin Reductase 1 (TrxR1): qHTS; Thioredoxin reductase 1, cytoplasmic (Rattus norvegicus), O89049; recombinant rTrxR1, NADPH fluorescence consumption, selenite substrate; 1% of 390,000 active; Potency, µM (doses to about 114 µM), for the others: top-dose activity change, negative = inhibition, usual class: inhibitors; further: on the % scale 0 is the no-effect control and ±100 the full control effect; nearly all actives have a fitted effect of over 65% in size
Target sequence (O89049 whole entry, looked up): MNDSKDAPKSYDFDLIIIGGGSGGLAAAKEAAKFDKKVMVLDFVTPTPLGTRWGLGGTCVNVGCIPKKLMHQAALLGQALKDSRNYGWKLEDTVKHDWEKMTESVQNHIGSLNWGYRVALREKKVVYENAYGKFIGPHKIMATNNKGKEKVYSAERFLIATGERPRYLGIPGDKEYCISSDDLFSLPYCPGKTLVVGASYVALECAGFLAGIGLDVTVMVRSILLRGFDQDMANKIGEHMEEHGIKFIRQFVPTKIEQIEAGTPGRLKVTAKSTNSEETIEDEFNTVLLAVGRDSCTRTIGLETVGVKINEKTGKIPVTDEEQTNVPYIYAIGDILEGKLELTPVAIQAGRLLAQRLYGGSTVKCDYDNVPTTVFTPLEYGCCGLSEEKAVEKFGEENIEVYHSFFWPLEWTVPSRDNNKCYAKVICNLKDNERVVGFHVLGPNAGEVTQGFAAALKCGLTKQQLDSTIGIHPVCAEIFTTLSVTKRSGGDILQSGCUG
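Rat TrxR1 (90 nM in the dispensed reagent) was pre-reduced with 400 uM NADPH for 5 min at room temperature, then incubated with compound for 15 min. After 400 uM selenite was added, NADPH fluorescence (Ex 340/Em 450 nm) was followed for 8 min.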
GLS inhibitor: qHTS for Inhibitors of Glutaminase (GLS); AID 624170, 2012; GLS enzymatic activity, qHTS titration; 0.21% of 410,000 active; Potency, µM (doses to about 45.5 µM), inactives show top-dose activity change, negative = inhibition, most hits filed as inhibitors; further: on the % scale 0 is the no-effect control and ±100 the full control effect
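hKGA in 45 mM KH2PO4 (pH 8.2), 0.02% Tween-20 with compound, then 1mM L-Glutamine (stock as added) plus glutamate oxidase/HRP/Amplex red coupling mix. Fluorescence read initially and after 30 min at RT; signal change reflects glutamate formation.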
Pin1 inhibitor: qHTS Assay to Find Inhibitors of Pin1. Peptidyl-prolyl cis-trans isomerase NIMA-interacting 1 (Homo sapiens), Q13526. Pin1 FP peptide displacement, HiFluor488, 10 min. Potency, µM (top dose mostly 115 µM), for the others: top-dose activity, negative = inhibition, actives largely listed as inhibitors. 0.009% of 390,000 active. AID 504891, 2011; active means well fitted inhibition curve with a large enough effect in the polarisation, with a control signal flat, not every such curve was filed as active; inconclusive means small, poorly fitted or top-dose-only effect, or effect the other way, or a change in a side signal; inactive means no such curve, though single readings can be large or run the other way; the % refers to the polarisation; further: on the % scale 0 is the no-effect control and ±100 the full control effect
Tb PGK inh: qHTS Assay to Find Inhibitors of Phosphoglycerate Kinase; PGK/GAPDH coupled, Kinase-Glo luminescence, 60 min; 0.043% of 380,000 active; Potency, µM (series often up to 57.5 µM), without a hit: top-dose activity change, negative = inhibition, most hits filed as inhibitors; AID 602233, 2012; Phosphoglycerate kinase, glycosomal (Trypanosoma brucei brucei), P07378; further: on the % scale 0 is the no-effect control and ±100 the full control effect; nearly all actives have a fitted effect of over 60% in size
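Recombinant glycosomal PGK reaction used 1,3-bisphosphoglycerate generated in-well by GAPDH (100nM final) in 100mM TEA pH 7.6, 5mM MgCl2, 0.01% Tween-20. After 60 minutes at room temperature, ATP was read by Kinase-Glo Plus luminescence end-point.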
HP1b binding inh: HTS for Inhibitors of HP1-beta Chromodomain Interactions with Methylated Histone Tails; Chromobox protein homolog 1 (Homo sapiens), P83916; AlphaScreen HP1-beta / biotin-H3K9me3 peptide binding; Potency, µM (doses to about 114 µM), without a hit: at the top dose activity change, negative = inhibition, most hits filed as inhibitors; 0.56% of 390,000 active; further: nearly all actives have a fitted effect of over 70% in size; inactives centre near 23
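HP1-beta protein (50 nM final) preincubated 30 min at room temperature with biotinylated H3(1-18)K9me3 peptide (50 nM) in PBS pH 7.4, 0.01% Tween-20, then compound added for 30 min. AlphaScreen streptavidin donor/nickel chelate acceptor beads (10 ug/mL final), 30 min dark, luminescence read.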
The depositor's hits bear a star; i = inactive; u = inconclusive; x = no result given; & = joins results of further samples; ! = repeats disagree; [ ] = another dose, or the depositor's remark. Unless noted, the call rests on the fitted dose curve; in most records, active means well fitted curve in the direction sought with a large enough effect; inconclusive means small, poorly fitted or top-dose-only effect, or another doubt; inactive means no such curve, though single readings can be large; an effect the other way counts as inactive or inconclusive. Potency means the concentration at half of the fitted maximal effect.

Pin1 inhibitor	ALOX12 inh	TrxR1 inh	HP1b binding inh	Tb PGK inh	RGS4 inh	GLS inhibitor	JMJD2A Tudor	ERG Ets-DNA blk	compound
-15%	0%	8%	-2%	-8%	9%	-4%	-8%	7%	O=S1(=O)CCC(n2nccc2-c2ccccc2)C1 (centres undefined)
25%&-13%	u	45µM*!	39%&37%[activator]	-2%&6%	-31%&-16%	2%&1%	-13%&-16%	-6%&-1%	Cc1cccc(C(=O)Nc2nnc(S(=O)(=O)N(C)Cc3ccco3)s2)c1
-1%	17%	11%	4%	x	23%	1%	-3%	x	CS(=O)(=O)Nc1ccc(C(=O)NCc2ccco2)cc1
-1%	-2%	-1%[57.1 µM]	11%	-10%	-31%	-18%	-27%	-12%	COc1ccccc1OCCn1cc(/C=N/NC(=O)c2ccncc2)c2ccccc21
-5%	0%	8%	24%	-1%	-6%	-4%	-19%	-12%	O=C(COC(=O)c1ccc(Cl)c(S(=O)(=O)N2CCCC2)c1)NC1CCCC1
2%	22%	5%	44%	i	-18%	-10%	-2%	2%	Cc1cccc(OCC(=O)NNC(=O)Cn2c(=O)cnc3ccccc32)c1
-8%	-1%	5%	u	4%	9%	12%	-21%	3%	CCOC(=O)C1(Cc2cccc(OC)c2)CCCN(Cc2c(C)nn(C(C)C)c2C)C1 (centres undefined)
-4%	28%	-9%	30%	-8%	-12%	-4%	-6%	-1%	C1CCC2=NCCCN2CC1
2%	0%	-11%[57.1 µM]	14%	2%	-6%	6%	1%	-6%	O=C(c1ccco1)N1CCN(Cc2cc(=O)c(OCc3cccc(Cl)c3)co2)CC1
u	u	13%[11.4 µM]	32%	i	41%	u	-12%	14%	O=C1NC(c2cccc3ccccc23)Nc2ccccc21 (centres undefined)
3%	-11%	30%	30%	i	10%	-15%	-7%	13%	O=C(C1CC1)N1CCc2cc(Br)c(S(=O)(=O)N3CCCCCC3)cc21
-2%	0%	-9%	15%	-4%	28%	9%	-6%	8%	CCSc1nnc(NC(=O)c2ccco2)s1
-7%	-4%	4%[57.1 µM]	u	-7%	8%	12%	-32%	-10%	COc1ccc(N=Nc2c(C)n[nH]c2C)cc1
-8%	3%	2%	u	-9%	-21%	1%	u	-4%	C=CSc1sc(Cl)c(N(C)C)c1[N+](=O)[O-]
-2%	-4%	-16%	34%	-7%	-3%	-5%	-21%	-4%	CCCCC(=O)Nc1cccc(C(=O)N/N=C/c2ccc(OC)cc2OC)c1
-10%	-13%	15%[57.1 µM]	21%	-6%	-4%	2%	-4%	-1%	O=C(NC1CC(=O)N(c2ccccc2)C1)c1ccc(Br)o1 (centres undefined)
-1%	-14%	-2%[57.1 µM]	28%	-7%	-18%	-1%	-13%	-8%	CCOC(=O)N1CCN(C(=O)c2cccc(-n3c(=S)[nH]c4cc(Cl)ccc4c3=O)c2)CC1
12%	-23%	u	3%	-3%	u	6%	-17%	-3%	Cn1c(=O)c2c(ncn2CC(=O)N/N=C/C=C/c2ccco2)n(C)c1=O
-7%	-21%	6%[57.1 µM]	25%	1%	-12%	-2%	-12%	9%	O=C(Cc1cccs1)NCCn1ccc2ccccc21
-11%	0%	16%	47%[activator]	-8%	-17%	-5%	-1%	-4%	F[B-](F)(F)c1cc2ccccc2s1
-4%	-8%	31%	22%	-8%	6%	-2%	7%	5%	Cc1ccc(C(=O)NCCNC(=O)c2ccccn2)cc1
-10%	-1%	17%[57.1 µM]	-6%	-5%	22%	-7%	-21%	-7%	Cc1ccc(NC(=O)c2ccc([N+](=O)[O-])cc2Cl)nc1
-2%	u	-7%	-16%	-2%	20%	12%	u	-9%	COc1ccc(-c2nc3ccc(Cl)cn3c2Nc2ccc(C)cc2)cc1
0%	u	21%	40%[activator]	-7%	6%	-2%	-5%	7%	Cc1ccc(C2CCN(C(=S)NC3CCCCC3)C2)cc1 (centres undefined)
4%	u	4%	-9%	-4%	11%	8%	-35%	5%	CCc1ccc2c(c1)Sc1ccccc1CC2N1CCN(C)CC1 (centres undefined)
u	0%&-4%	13%&-6%	9%&34%	-4%&15%	-13%&11%	1%&-8%	-8%&-13%	-8%&-12%	COc1cc2c(=O)n(CCC(=O)NCC3CCCO3)c(=O)n(CC(=O)Nc3ccc(F)cc3)c2cc1OC (centres undefined)
-7%	-26%	23%	19%	0%	11%[11.4 µM]	4%	-34%	4%	CCOC(=O)C1(Cc2ccccc2)CCCN(C(=O)c2cnn(CC)c2)C1 (centres undefined)
-2%	0%	u	u	-6%	-59%[11.4 µM]	u	u	4%	O=c1ccccn1Cc1c(F)cccc1Cl
8%	6%	u	44%[activator]	13%	-7%	3%	-24%	-2%	COc1ccccc1CN1C[C@@H]2C[C@@H](c3ccc4nsnc4c3)N3CCC[C@@]23C1=O
u	-17%	1%	6%	-6%	5%	0%	-8%	-2%	C=CCNC(=O)CSc1nc2sccc2c(=O)n1-c1ccccc1
u	u	18%	-2%	3%	-6%	13%	-21%	4%	O=C(COC(=O)c1ccc(O)cc1O)Nc1cc(-c2ccccc2)nn1-c1ccccc1
4%	6%	39%[activator]	31%	-6%[11.5 µM]	16%	-2%	-3%	x	O=c1oc(-c2cccs2)nc2sc3c(c12)CCCC3
-1%	0%	-9%	54%[activator]	9%	8%	2%	-12%	51%[activator]	CC(C)Nc1ncnc2c1cnn2-c1ccccc1
-4%	-23%	-18%	33%	-4%	-31%	-1%	-6%	0%	COCCNC(=S)N/N=C(\C)c1ccccc1OC
-2%	u	9%	10%	-9%	-7%	-6%	-13%	-5%	CC(Oc1ccc(F)cc1F)C(=O)/C=C/N(C)C (centres undefined)
-1%	3%	2%	19%	-4%	-10%	-3%	-9%	11%	Cc1nn(Cc2ccccc2Cl)c(C)c1NC(=O)CCCn1nc([N+](=O)[O-])c(Cl)c1C
4%	0%	-18%	20%	2%	-1%	16%	-16%	11%	Cc1cc(C)cc(NC(=O)c2ccc3c(c2)CCN3S(C)(=O)=O)c1
-2%	-5%	22%[57.1 µM]	5%	i	0%	6%	-24%	6%	O=C(c1ccc(Cn2ccc([N+](=O)[O-])n2)cc1)N1CCN(Cc2ccccc2)CC1
1%	-23%	21%	39%[activator]	-11%	-12%	14%	4%	-5%	COc1ccc(NC(=S)N2CCC(NC(=O)c3ccccc3C)CC2)cc1
-4%	-6%	-20%	46%[activator]	-8%	2%	-22%	5%	1%	CCOCCc1nn2c(=O)cc(CSCC(=O)Nc3ccccc3)nc2s1
-4%	-5%	-25%	55%	i	-18%	-8%	0%	6%	CCOC(=O)c1ccc2nc(C)c(CCC(C)=O)c(Cl)c2c1
0%	-6%	5%	21%	-4%	-38%	4%	-2%[57.1 µM]	-2%	COC(=O)C1CCN(C(=O)COC(=O)[C@@H]2CC(O)CN2S(=O)(=O)c2ccc3c(c2)OCCO3)CC1 (some centres undefined)
-5%	-14%	-7%	-16%	6%	6%	7%	-34%	3%	COc1ccc(O)c(CN2CCCC(C(=O)Nc3cccc(-n4cccn4)c3)C2)c1 (centres undefined)
-11%	140%[activator]	u	u	6%	-33%	-10%	u	x	C/C(=C\c1ccc2c(c1)OCO2)C1Nc2cccc3cccc(c23)N1
-1%	u	-23%	34%	-1%	-34%	-8%	-21%	10%	Cc1ccc(NC(=S)NC(NC(=O)c2ccco2)C(Cl)(Cl)Cl)cc1 (centres undefined)
2%&13%	u	42%&18%[activator]	-1%&33%	12%	-4%&17%	-1%&0%	-12%&1%	7%&4%	CCc1nn(CC(=O)NC(C)CCc2ccccc2)c(=O)c2cc3cc(F)ccc3n12 (centres undefined)
-2%	u	-8%	18%	0%	12%	-3%	-8%	3%	CC(Oc1ccccc1F)C(=O)NNC(=O)CCS(=O)(=O)c1ccccc1Cl (centres undefined)
-3%	0%	19%[57.1 µM]	-5%	i	-27%	3%	u	u	Cc1cc2cc(CNC(=O)c3cccc([N+](=O)[O-])c3)ccc2[nH]1
-3%	209%[activator]	16%	47%[activator]	-6%	0%	-7%	8%	9%	CN(CC(=O)Nc1cccc(F)c1)C(=O)c1ccc(OCc2ccccc2)cc1

Individual results from the list.
Tb PGK inh, Cc1ccc(NC(=S)NC(NC(=O)c2ccco2)C(Cl)(Cl)Cl)cc1 (centres undefined) : -1%
Pin1 inhibitor, COc1ccc(O)c(CN2CCCC(C(=O)Nc3cccc(-n4cccn4)c3)C2)c1 (centres undefined) : -5%

An excerpt, so the mix of outcomes need not match the whole.
